VP16 counter: Gal4-VP16 reporter inhibition counter-screen; Drosophila S2 Gal4-VP16 UAS-luciferase, luminescence, 20 h; Potency, µM (highest dose often 53.6 µM), without a hit: at the highest dose activity, negative = inhibition, hits mostly inhibitors; hit rate 3.5% among 310,000; AID 2546;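 note: Gal4-VP16 expression switched on by copper sulfate through the metallothionein promoter; potency is the fitted concentration of half-maximal effect; % is set by controls: 0 for no effect and ±100 for the full control effect; nearly all actives have a fitted effect of over 50% in size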
p53 reactivation: restores transcriptional activity of mutant p53; H1299 p53-A138V BP100-luciferase reporter, luminescence, 24 h; Potency, µM (titrated, usually from 92.2 µM), without a hit: top-dose activity change, positive = activation, actives largely listed as activators; hit rate 0.063% among 320,000; AID 504706; note: potency is the fitted concentration of half-maximal effect; % of control where 0% means no effect; nearly all actives have a fitted effect of over 45% in size
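H1299 (p53-null), stable ts p53-A138V + BP100-Luc; 1000 cells/well, Opti-MEM/10% FBS; cpd 4 pt, 1:5; 24 h, 37 deg C, 5% CO2; detection reagent 10 min RT; luminescence.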
NPC1 prom act: activates the NPC1 promoter; AID 485313; Huh7 NPC1 promoter luciferase reporter, 24 h; Potency, µM (highest dose often 9.22 µM), inactives show top-dose activation, most hits filed as activators; hit rate 2.4% among 320,000;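 note: potency is the fitted concentration of half-maximal effect; % of control where 0% means no effect; nearly all actives have a fitted effect of over 60% in size; reporter is driven by a mutant NPC1 promoter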
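Huh7 reporter cells (NPC1 promoter driving luciferase) are dosed with compound for 24 h at 37 °C, 5% CO2; luciferase detection reagent is then added and luminescence measured after 10 min at ambient temperature.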
RORgamma inh: ROR gamma (mouse) transcription inhibition. P51450. Drosophila S2 Gal4-RORgamma UAS-luciferase reporter, 20 h. Potency, µM (highest dose often 53.6 µM), for the others: at the highest dose activity change, negative = inhibition, usual class: inhibitors. hit rate 5.4% among 310,000. AID 2551; note: potency is the fitted concentration of half-maximal effect; % is set by controls: 0 for no effect and ±100 for the full control effect; nearly all actives have a fitted effect of over 60% in size
Target sequence (P51450 whole entry, looked up, the tested form may be a part): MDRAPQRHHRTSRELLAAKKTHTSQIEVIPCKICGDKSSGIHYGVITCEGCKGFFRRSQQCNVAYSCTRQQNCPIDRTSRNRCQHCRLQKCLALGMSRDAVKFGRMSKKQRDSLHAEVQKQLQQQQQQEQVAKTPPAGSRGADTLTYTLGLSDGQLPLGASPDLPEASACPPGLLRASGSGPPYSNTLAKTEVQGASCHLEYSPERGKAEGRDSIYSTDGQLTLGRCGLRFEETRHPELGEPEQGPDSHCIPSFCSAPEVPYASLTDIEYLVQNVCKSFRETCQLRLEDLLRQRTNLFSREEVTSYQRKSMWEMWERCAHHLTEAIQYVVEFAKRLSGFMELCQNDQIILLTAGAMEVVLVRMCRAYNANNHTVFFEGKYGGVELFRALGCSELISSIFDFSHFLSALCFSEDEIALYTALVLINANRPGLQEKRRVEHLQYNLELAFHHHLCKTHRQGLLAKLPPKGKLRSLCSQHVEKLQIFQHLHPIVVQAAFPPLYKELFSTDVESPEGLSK
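A Gal4/UAS one-hybrid system in insect cells: metallothionein-promoter Gal4–ROR gamma fusion plus Photinus luciferase reporter. Copper sulfate 700 uM final, 20 hr ambient incubation, luminescent detection after 10 min with reagent.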
Tb PFK inh: T. brucei PFK enzyme inhibition; AID 485367; T. brucei PFK, ADP-Glo luminescence; hit rate 0.17% among 330,000; O15648; Potency, µM (doses to about 57.5 µM), for the others: top-dose activity, negative = inhibition, actives largely listed as inhibitors;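 note: potency is the fitted concentration of half-maximal effect; 0% = uninhibited 1x PFK enzyme wells and -100% = no-enzyme wells; nearly all actives have a fitted effect of over 60% in size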
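Compounds were pin-transferred as a titration series up to 57 uM into substrate buffer (0.5 mM F6P, 0.1 mM ATP, pH 8.0), then 1.25 nM PFK was added and reactions ran 45 min before ADP-Glo detection.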
Rab9 prom act: Rab9 promoter activation. hit rate 2.8% among 320,000. Huh7 Rab9 promoter-luciferase reporter, luminescence, 24 h. Potency, µM (doses to about 9.22 µM), for the others: at the top dose activation, negative = inhibition, usual class: activators; note: potency is the fitted concentration of half-maximal effect; % of control where 0% means no effect; nearly all actives have a fitted effect of over 60% in size
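Promoter activation is measured as luciferase luminescence in Huh7 cells stably transfected with a Rab9 promoter–luciferase construct, following 24 h compound exposure at 37 °C and 10 min reagent incubation at ambient temperature.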
TRPV1 agonist: activates the human vanilloid receptor TRPV1 | AID 540275 | activation, % at 8.33 µM | Q8NER1 | TRPV1-expressing cells, Fluo-8 calcium influx, agonist mode | hit rate 0.19% among 320,000; in the data active = activation above about 80%; inconclusive = between about 30% and that limit; note: 0% is about no effect
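Cells expressing TRPV1 were dye-loaded with Fluo-8 and read kinetically: 10 s baseline, 3 min after compound (agonist portion), then 2 min after EC20 capsaicin (allosteric enhancer portion). Calcium-bound dye fluorescence at 480/520 nm.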
ELG1 repair inh: inhibitors of ELG1-dependent DNA repair in HEK293T cells; HEK293T ELG1-luciferase reporter, luminescence, 16 h; DNA damage induced by 5-fluorouridine; Potency, µM (titrated, usually from 46.1 µM), for inactives: top-dose activity change, negative = inhibition, hits mostly inhibitors; hit rate 2.3% among 330,000; AID 504467; note: potency is the fitted concentration of half-maximal effect; % is set by controls: 0 for no effect and ±100 for the full control effect; nearly all actives have a fitted effect of over 55% in size
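5-Fluorouridine DNA damage + compound/DMSO, 2,000 cells/well, 16 h, 37 °C/5% CO2. ONE-Glo, 30 min RT, luminescence. Readout = decrease in reporter signal.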
ELG1 genotox: inducers of genotoxicity in HEK293T ELG1-luciferase cells; Potency, µM (top dose mostly 46 µM), without a hit: at the highest dose activity change, positive = activation, actives largely listed as activators; hit rate 1.3% among 330,000; HEK293T ELG1-luciferase reporter, luminescence, 16 h; note: potency is the fitted concentration of half-maximal effect; % of control where 0% means no effect; nearly all actives have a fitted effect of over 60% in size
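HEK293T cells expressing luciferase-tagged ELG1 were exposed to compound or DMSO vehicle for 16 hr at 37 °C and 5% CO2. Luciferase activity was then measured with ONE-Glo after 30 min at room temperature.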
FLuc counter: firefly luciferase modulation, counter-screen for miR-21 project. Potency, µM (top dose mostly 57.5 µM), for inactives: at the top dose activity change, negative = inhibition, usual class: inhibitors. hit rate 6.9% among 360,000. AID 588342. purified FLuc, Km substrates, luminescence inhibition. P08659;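 note: potency is the fitted concentration of half-maximal effect; plate controls were vehicle for no effect and reference inhibitor for full effect; nearly all actives have a fitted effect of over 55% in size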
Target sequence (P08659 whole entry, looked up): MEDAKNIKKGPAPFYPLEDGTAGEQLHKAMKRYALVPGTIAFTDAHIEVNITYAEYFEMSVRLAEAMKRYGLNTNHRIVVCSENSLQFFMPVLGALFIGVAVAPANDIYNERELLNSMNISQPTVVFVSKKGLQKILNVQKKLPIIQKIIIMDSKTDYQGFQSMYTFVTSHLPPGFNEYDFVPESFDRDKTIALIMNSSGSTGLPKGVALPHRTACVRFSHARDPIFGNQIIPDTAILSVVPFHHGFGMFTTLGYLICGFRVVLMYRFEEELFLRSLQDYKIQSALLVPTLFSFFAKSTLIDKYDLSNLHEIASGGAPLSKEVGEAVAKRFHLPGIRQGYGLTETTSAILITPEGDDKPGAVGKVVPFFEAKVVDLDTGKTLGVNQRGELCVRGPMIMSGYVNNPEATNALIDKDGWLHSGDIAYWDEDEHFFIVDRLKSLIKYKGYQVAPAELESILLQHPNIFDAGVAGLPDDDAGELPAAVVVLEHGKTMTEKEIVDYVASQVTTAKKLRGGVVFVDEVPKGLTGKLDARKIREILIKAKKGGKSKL
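Biochemical qHTS of compounds, final roughly 60 µM downward over six points, against 10 nM purified firefly luciferase using Km concentrations of substrates (10 uM D-luciferin, 10 uM ATP) in Tris acetate pH 7.5 buffer; luminescence output.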
BRCA1 expr act: increases BRCA1 expression; MCF7-BRCA1-FFLuc reporter, luminescence, 48 h; response scale: scaled: vehicle 0%, 10 µM genistein 100%; Potency, µM (series often up to 46.1 µM), for inactives: at the top dose activation, usual class: activators; hit rate 1.1% among 380,000; note: potency is the fitted concentration of half-maximal effect; nearly all actives have a fitted effect of over 80% in size; some results filed as inactive show a strong effect at the top dose
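MCF7 cells carrying a BRCA1-firefly luciferase reporter (2000 cells/well, phenol-red free MEM) were attached for 2 h at 37 °C, then given compounds for 48 h. Luminescence was read 15 min after luciferase reagent; activity normalized to genistein (10 microM) and DMSO.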
* marks the source's active call; other numbers are inactive results; ? = inconclusive; · = no result given; & = joins results of further samples; [ ] = dose if it differs, or a comment. Unless noted, calls come from the whole dose curve; as a rule, active = well fitted curve in the direction sought with a large enough effect; inconclusive = small, poorly fitted or top-dose-only effect, or another doubt; inactive = no such curve, though single readings can be large; an effect the other way counts as inactive or inconclusive.

SMILES | VP16 counter | p53 reactivation | NPC1 prom act | RORgamma inh | Tb PFK inh | Rab9 prom act | TRPV1 agonist | ELG1 repair inh | ELG1 genotox | FLuc counter | BRCA1 expr act
C/C(Cl)=C\C[N+](C)(C)CC(=O)OCCc1ccccc1 | -1.3% | 15.2% | -12.5% | 12.3% | 0.6% | -2.9% | 1.3 | 13.9% | -3.3% | -1.3% | 20.7%
COc1cccc(-c2nnc3sc(-c4ccco4)nn23)c1 | 3.7% | 15.1% | 4.47µM* | 24.9%[10 µM] | 0.7% | 2.82µM* | -1.9 | ? | ? | ? | 8.91µM*
O=C(O)c1ccc(COc2ccccc2/C=C2\NC(=O)N(Cc3ccc(F)cc3)C2=O)cc1 | -4.0% | -2.3% | 1.6% | 23.2% | 0.0% | -2.4% | 9.9 | 0.0% | -9.2% | -14.5% | -19.0%
CS(=O)(=O)Nc1ccc(S(=O)(=O)N2CCOCC2)cc1 | -12.8% | 10.1% | -3.0% | -5.6% | -4.9% | 2.4% | -4.5 | -1.7% | -0.2% | -0.9% | -10.5%
Cc1csc2c(N3CCC(C(=O)O)CC3)ncnc12 | 4.6% | 7.1% | 1.9% | 10.1% | 1.0% | 17.8% | 4.8 | ? | 8.3% | 16.9µM* | 24.7%
CCOC(=O)/C(N=Nc1c(C)n(C)n(-c2ccccc2)c1=O)=C(\C)O | 0.1% | 6.2% | -3.3% | -17.2% | 1.1% | -9.5% | -0.4 | 7.0% | 1.1% | -0.3% | 0.5%
O=C(CCN1C(=O)c2ccccc2C1=O)NCc1cccc(Cl)c1 | ? | 2.4% | -1.6% | -5.5% | -4.0% | -2.1% | 17.5 | 0.3% | 6.1% | -1.4% | 12.7%
CC(=O)N1CCCc2cc(S(=O)(=O)N3CCCC(C(=O)N4CCN(c5ccccc5)CC4)C3)ccc21 (configuration not stated) | ? | -12.3% | -23.4% | ? | -2.5% | -19.5% | 2.9 | ? | -5.1% | -1.0%&5.1% | -32.2%
COC(=O)c1ccccc1NS(=O)(=O)c1c(C)noc1C | 2.4% | -1.6% | 2.0% | -6.7% | 0.5% | 4.2% | -1.3 | -1.5% | -0.7% | 1.2% | 1.6%
Cc1c(Cl)cccc1NC(=S)N1CCN(Cc2ccccc2)CC1 | ? | 1.1% | -1.5% | 10µM* | -5.1% | 2.3% | ? | -4.6% | -6.4% | 1.7% | 3.3%[1.84 µM]
Cc1cc(C)n(NC(=S)NC2CCCC2)c(=O)c1C#N | 2.0% | 5.0% | -6.0% | -12.2% | 7.6% | 3.0% | · | 3.3% | 0.0% | -2.3% | 56.2%
COc1ccc(CNC(=O)C(OC(=O)c2cccs2)C(C)C)cc1 (configuration not stated) | -3.9% | -3.3% | 2.0% | 25.2% | -0.6% | 1.5% | -0.7 | -4.6% | 6.0% | 1.9% | 4.7%
CN(C)S(=O)(=O)N1CCN(c2ccnc3cc(Cl)ccc23)CC1 | -4.1% | -3.7% | -1.1% | 14.1% | 2.3% | -1.5% | 5.7 | ? | -7.7% | -1.5% | 0.0%
C/C=C(/C)C(=O)Nc1cccc(C2=NOC3(C2)C[C@@H](C(N)=O)N(C(=O)/C=C/CC)C3)c1 (some centres not stated) | -2.4% | -0.7% | 2.3% | -3.2% | 0.9% | -2.5% | -6.2 | -12.0% | 1.2% | -1.1% | -7.5%
O=C(NCc1ccco1)c1ccc2c(c1)N(Cc1ccc(Cl)cc1)CCS2 | -2.9% | -4.6% | 2.3% | 26.4% | -0.2% | -1.7% | 9.2 | ? | -12.6% | -1.2% | -60.2%
Cc1ccc(-c2nnc(COc3cccc(-n4cnnn4)c3)o2)cc1 | -3.5% | 6.7% | 4.3% | 18.2% | 2.4% | 12.5% | 16.3 | 7.0% | 8.1% | 19µM* | 28.7%
CN1CCN(CC(=O)C23CC4CC(CC(C4)C2)C3)CC1 | -7.1% | 2.4% | 2.7% | 21.9% | 3.9% | -4.4% | -0.4 | 10.6% | -0.6% | 2.0% | 0.2%
O=C(CN1C(=O)C(=O)N(Cc2ccccc2)C1=O)c1ccc[nH]1 | · | 12.8% | 9.5% | · | 6.4% | ? | 1.9 | ? | 11.3% | ? | 55.3%
CS(=O)(=O)N1c2cccc3cccc(c23)S1(=O)=O | 3.3% | -0.3% | -7.3% | -3.5% | 8.5% | -10.3% | 1.2 | 10.8% | 1.9% | -1.0% | -30.5%
COc1ccc(C)cc1NS(=O)(=O)c1ccc(-c2cnc(C3CC3)o2)cc1 | 17.8µM* | 1.6% | -20.2% | 34.4% | -3.4% | -33.2%[inhibitor] | 1.6 | -0.9% | 4.0% | -2.1%&-13.5% | -36.4%&0.0%
O=C(CCCSc1nc2ccccc2s1)Nc1nccs1 | -29.3% | 27.6% | -2.1% | -26.6% | 4.7% | ? | -4.9 | ? | 1.2% | ? | -28.6%
Fc1ccc(NC(=S)Nc2cccnc2)c(F)c1F | -3.5% | 0.5% | 1.1% | -21.3% | 2.1% | -15.8% | 0.9 | ? | -12.6% | 4.1% | -24.3%
CCCNC(=O)Cn1c(=O)n(C)c2ccccc21 | 6.1% | 0.1% | -4.6% | 0.6% | 0.0% | 9.2% | -0.6 | ? | -0.7% | -2.8% | 15.4%
CCC1Oc2ccc(C)cc2N(CC(=O)NCCCN2CCCC2)C1=O (configuration not stated) | -8.9% | 1.0% | -3.5% | ? | -0.5% | -6.0% | 1.4 | 3.8% | -0.6% | -5.3% | -18.6%
CC(C)c1csc(CN2CCC(n3nccc3NC(=O)Cc3ccccc3)CC2)n1 | 12.4% | -7.5% | -0.6% | ? | 0.6% | 3.2% | 5.4 | -3.0% | -5.0% | -0.9% | -14.0%
CCOC(=O)c1c(N=CN(C)C)c(C#N)c2n1CCCC2 | -4.7% | -5.1% | 1.9% | ? | -3.8% | -7.8% | -5.3 | 2.9% | 1.1% | 5.9% | -17.3%
COc1ccc(NC(=O)CC2C(=O)N(C)C(=S)N2Cc2ccc3c(c2)OCO3)cc1 (configuration not stated) | -13.5% | -6.2% | 0.8% | ? | -0.4% | -3.1% | -6.0 | -2.2% | -1.8% | -2.5% | -26.2%
Cc1noc(C)c1NC(=O)Nc1ccc2c(c1)C(=O)N([C@H](C)CO)C[C@H](C)[C@H](CN(C)C)O2 | · | 5.4% | · | · | -0.2% | · | · | ? | -1.0% | · | 27.2%
CC(C)C(=O)NCCc1c[nH]c2ccccc12 | 0.3% | -5.5% | 6.3% | 3.5% | -4.7% | 0.3% | 3.2 | 15.8% | 1.1% | -6.1% | 26.7%
O=C(CCOc1ccccc1)OCC(=O)c1cc2ccccc2o1 | -6.6% | 15.0% | 1.6% | -2.6% | 3.2% | -3.1% | 20.1 | 23.2% | 0.9% | ? | -15.8%
CCCC[C@@H]1C[C@H]1[C@@H](NC(=O)c1ccccc1)c1ccccc1C(F)(F)F | 3.2% | 3.7% | -6.5% | 11.5% | 0.5% | -6.0% | 15.4 | 0.8% | 0.8% | -1.0% | -4.8%
O=C1CCC([N+](=O)[O-])C(c2cc(Br)ccc2F)N1 (configuration not stated) | -2.1% | 7.1% | -4.2% | 2.1% | 3.6% | 0.0% | -3.9 | -16.8% | -2.0% | 2.0% | -0.1%
CCOc1ccc(S(=O)(=O)N(CC)CC)cc1NC(=O)CSCc1c(C)noc1C | · | -5.3% | 12.0% | · | ? | -2.7% | 1.2 | -18.8% | -0.1% | 0.0% | -28.3%
CC(=O)N1CCN(c2ccc([N+](=O)[O-])cc2)CC1 | 23.1% | -0.8% | -3.8% | -18.6% | 7.4% | -0.5% | -2.1 | -5.1% | -4.0% | -0.7% | -16.2%
O=C1N=C(C=c2ccc(=Cc3[nH]c(=O)[nH]c3O)cc2)C(=O)N1 | -6.3% | 5.6% | 0.7% | -3.1% | -0.9% | -5.5%[1.84 µM] | -6.5 | 4.0% | 5.0% | -9.4% | ·
O=C(Cn1cnc(S(=O)(=O)N2CCCCC2)c1)NCc1ccco1 | 4.2% | 2.0% | -0.5% | 3.4% | -2.0% | 0.0% | 2.3 | -10.7% | -0.1% | 0.2% | -1.9%
COc1ccc(/C=N/NC(=O)CC(=O)N/N=C/c2ccc(OC)cc2)cc1 | -4.9% | -5.2% | -3.4% | 0.1% | -2.1% | 1.6% | 0.9 | -0.7% | 6.9% | 3.6% | -2.8%
CC(=O)Nc1ccc(S(=O)(=O)NCCCN2CCN(Cc3ccccc3)CC2)cc1Cl | -3.6% | -0.1% | 2.1% | 15.2% | 0.0% | 0.0% | 1.2 | -10.2% | -1.0% | -1.3% | -9.6%

Compound activity deposited in PubChem BioAssay by National Center for Advancing Translational Sciences (NCATS).
